LYP inhibition: PTPN22 lymphoid phosphatase activity blockers – biochemical, fluorescence intensity, uHTS (AID 1779); hit rate 0.054% among 290,000; recombinant LYP phosphatase, fluorescence intensity; higher % means a stronger effect; inhibition, % at 11.5 µM, or IC50 in µM where a hit was titrated;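 also: plate controls were vehicle with enzyme for no effect and no enzyme for full effect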
Myeloid diff MLP: myeloid differentiation induction; calls only at 10 µM; ER-HoxA9 myeloid progenitors, lysozyme-GFP differentiation, flow cytometry; AID 624256; hit rate 1% among 360,000;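 active = normalized GFP-positive differentiation at or above the plate's own cutoff, the solvent-only control mean plus 3 SD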;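 also: cells exposed to compound for four days before flow analysis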
AID2073: disruptors of CaV2.2 binding to Mint1 – biochemical, HTRF (AID 2073). inhibition, % at 20 µM; hits with a dose series show IC50 in µM. hit rate 0.19% among 290,000. HTRF protein-protein interaction, Mint1-CaV2.2; higher % means a stronger effect; in the data active = inhibition mostly above about 51%, no sharp cut-off; also: some results filed as inactive read as strong as hits
XIAP displacement: XIAP antagonists, biochemical, IAP family, fluorescence polarization (AID 1018); XIAP BIR domain, fluorescence polarization peptide displacement; higher % means a stronger effect; one-dose displacement, % at 20 µM; IC50 in µM for titrated hits; hit rate 0.007% among 200,000; in the data active = displacement above about 50%; also: a part of the inactive calls stands beside numbers as strong as those of hits
SIAH1 antagonists: Siah-1 peptide-binding antagonists, primary screen, biochemical, fluorescence polarization, rhodamine-plectin, uHTS (AID 1817) | Siah-1 / rhodamine-plectin peptide fluorescence polarization; higher % means a stronger effect | one-dose displacement, % at 20 µM; IC50 in µM for titrated hits | hit rate 0.02% among 290,000;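 active = displacement of at least 50% at 20 µM, with a fluorescence ratio check between 0.3 and a set limit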;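 also: plate controls were Siah plus tracer with DMSO for no effect and tracer alone without Siah for full effect; strong numbers were not always called active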
NS5 inhibitors: flavivirus cap methylation enzyme inhibition – biochemical, confirmation dose response, primary screen (AID 588689); Dengue-2 NS5 methyltransferase capping enzyme assay, biochemical; higher % means a stronger effect; one-dose inhibition, % at 25 µM; IC50 in µM for titrated hits; hit rate 0.3% among 340,000; in the data active = a potency from the dose series
Lipid droplet: hepatic lipid droplet formation modulation | inhibition, % at 6.5 µM | AML12 mouse hepatocytes, oleate lipid droplets, BODIPY imaging | AID 1656 | hit rate 0.4% among 240,000;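 active = lipid droplet intensity inhibited by at least 50%, with more than 500 cells counted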
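Material – AML12 mouse liver cells · Also added – oleate loading, 100 µM · Compound dosing – 6.5 µM single-point dosing · Times – overnight treatment with compound plus oleate · Measured by – fluorescence imaging, 20x objective, two fields per well · Read-out – percent inhibition of filter-corrected integrated lipid droplet intensity per well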
HEK293 NOD2/NF-kB: NOD2 signaling inhibitors, cell-based, luminescence, uHTS, HEK293 (AID 1566) | HEK293 NOD2/NF-kB luciferase reporter, luminescence; higher % means a stronger effect | inhibition, % at 4 µM; hits with a dose series show EC50 in µM | hit rate 0.63% among 290,000; also: many of its hits are not listed in these tables
HIV peptide binding: inhibitors of HIV fusion peptide binding, primary screen, biochemical, uHTS, fluorescence dequenching (AID 1986); cell-free peptide binding, fluorescence dequenching, 30 min; higher % means a stronger effect; inhibition, % at 20 µM; hits with a dose series show IC50 in µM; hit rate 0.3% among 290,000; in the data active = inhibition mostly above about 52%, no sharp cut-off; inactive = mostly below about 76%; also: some results filed as inactive read as strong as hits
Lipid droplet cells 6.5 µM: further read-out of Lipid droplet, marked with its call; cell count; measured here: cell count, cytotoxicity flag;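 cells counted across two imaged fields per well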
NS5 inhibitors pilot replicate: further read-out of NS5 inhibitors, marked with its call; inhibition, %; measured here: pilot screen replicate inhibition
Myeloid diff MLP GFP+ MAC1+ %: also measured in Myeloid diff MLP; calls as there; GFP+ MAC1+ double positive, %; measured here: differentiation confirmed by MAC1 staining
An asterisk follows results filed as active. Rule as the data show it, unless noted: active = inhibition above about 50%; inactive = the rest.

What do the screens show for `CC(=O)c1nn(-c2ccc(Br)cc2)cc1C(=O)c1ccco1`?
LYP inhibition: -4.4%; Myeloid diff MLP: inactive; AID2073: -3.7%; XIAP displacement: -4.4%; SIAH1 antagonists: 5.8%; NS5 inhibitors: 0.0%; Lipid droplet: 36.5; HEK293 NOD2/NF-kB: 7.3%; HIV peptide binding: -1.1%; Lipid droplet cells 6.5 µM: 733; Myeloid diff MLP GFP+ MAC1+ %: 2.4

Results for CCCCn1nnnc1SCC(=O)N1CCN(C(=O)c2ccco2)CC1 ?
LYP inhibition: -5.7%; Myeloid diff MLP: inactive; AID2073: 2.0%; XIAP displacement: -4.9%; SIAH1 antagonists: 1.1%; NS5 inhibitors: 3.2%; Lipid droplet: -15.2; HEK293 NOD2/NF-kB: 2.6%; HIV peptide binding: 0.2%; Lipid droplet cells 6.5 µM: 695; Myeloid diff MLP GFP+ MAC1+ %: 0.3

Results for CCCCC(CC)CNC(=O)/C=C/c1ccc(F)cc1 (centres undefined) ?
LYP inhibition: 4.6%; AID2073: 5.6%; XIAP displacement: -3.7%; SIAH1 antagonists: 2.3%; Lipid droplet: -29.2; HEK293 NOD2/NF-kB: 0.4%; HIV peptide binding: 0.8%; Lipid droplet cells 6.5 µM: 637

Results for CC(=O)c1cnn(-c2cc(Oc3ccccc3C)ncn2)c1C ?
LYP inhibition: -13.1%; AID2073: 4.8%; XIAP displacement: -4.8%; SIAH1 antagonists: -0.6%; NS5 inhibitors: 3.4%; Lipid droplet: -12.0; HEK293 NOD2/NF-kB: -11.9%; HIV peptide binding: -1.2%; Lipid droplet cells 6.5 µM: 724

Results for NC(=S)N/N=C/c1c[nH]c2ccc(OCc3ccccc3)cc12 ?
LYP inhibition: -5.3%; Myeloid diff MLP: inactive; AID2073: -17.3%; SIAH1 antagonists: -3.4%; NS5 inhibitors: -3.3%; Lipid droplet: -8.2; HEK293 NOD2/NF-kB: 22.9%; HIV peptide binding: 0.0%; Lipid droplet cells 6.5 µM: 829; NS5 inhibitors pilot replicate: -1.2; Myeloid diff MLP GFP+ MAC1+ %: 0.4

Results for Cc1ccc(CNC(=O)C2CCC(=O)N2Cc2ccc(C)cc2)cc1 (centres undefined) ?
LYP inhibition: -10.2%; Myeloid diff MLP: inactive; AID2073: 8.1%; SIAH1 antagonists: 6.7%; NS5 inhibitors: -2.6%; Lipid droplet: -8.9; HEK293 NOD2/NF-kB: -3.3%; HIV peptide binding: 0.7%; Lipid droplet cells 6.5 µM: 409; Myeloid diff MLP GFP+ MAC1+ %: 0.2

What do the screens show for `Cc1ccc(NS(=O)(=O)c2cccc(C(=O)OCC(=O)NCc3ccco3)c2)cc1`?
LYP inhibition: -4.8%; Myeloid diff MLP: inactive; AID2073: 1.1%; XIAP displacement: -5.5%; SIAH1 antagonists: 0.6%; NS5 inhibitors: -4.8%; HEK293 NOD2/NF-kB: 13.9%; HIV peptide binding: -0.1%; Myeloid diff MLP GFP+ MAC1+ %: 0.7

Results for CCOC(=O)c1sc(N)c(C#N)c1CSc1nnc(C2CC2)n1N ?
LYP inhibition: -9.8%; Myeloid diff MLP: inactive; AID2073: 6.4%; XIAP displacement: -5.8%; SIAH1 antagonists: -1.3%; NS5 inhibitors: -2.0%; Lipid droplet: -1.2; HEK293 NOD2/NF-kB: 1.3%; HIV peptide binding: 2.5%; Lipid droplet cells 6.5 µM: 767; Myeloid diff MLP GFP+ MAC1+ %: 1.9

Results for C/C(Cl)=C/Cn1c(=O)c2c(nc(Br)n2Cc2ccccc2)n(C)c1=O ?
LYP inhibition: 6.4%; Myeloid diff MLP: inactive; AID2073: 2.6%; XIAP displacement: -4.4%; SIAH1 antagonists: 3.5%; NS5 inhibitors: -9.0%; HEK293 NOD2/NF-kB: 4.0%; HIV peptide binding: 0.3%; Myeloid diff MLP GFP+ MAC1+ %: 0.5

How did O=C(Cc1nc(-c2ccc([N+](=O)[O-])cc2)cs1)Nc1ccccc1 do in these assays?
LYP inhibition: -7.6%; Myeloid diff MLP: inactive; AID2073: -5.7%; XIAP displacement: -8.2%; SIAH1 antagonists: -2.0%; NS5 inhibitors: -3.3%; HEK293 NOD2/NF-kB: -13.7%; HIV peptide binding: -1.0%; Myeloid diff MLP GFP+ MAC1+ %: 1.3

Results for COc1ccc(NC(C)=O)cc1NC(=O)CN1CCN(CC(=O)Nc2ccccc2Cl)CC1 ?
LYP inhibition: -4.0%; Myeloid diff MLP: inactive; AID2073: -1.1%; XIAP displacement: -0.1%; SIAH1 antagonists: -0.8%; NS5 inhibitors: 2.1%; HEK293 NOD2/NF-kB: -1.6%; HIV peptide binding: 0.1%; Myeloid diff MLP GFP+ MAC1+ %: 0.8

What do the screens show for `Cc1ccc(S(=O)(=O)NC(CC(=O)NCC2CCCO2)c2ccccc2)cc1` (centres undefined)?
LYP inhibition: -4.1%; Myeloid diff MLP: inactive; AID2073: -5.6%; XIAP displacement: 0.8%; SIAH1 antagonists: 0.1%; NS5 inhibitors: 3.1%; Lipid droplet: -7.4; HEK293 NOD2/NF-kB: -0.4%; HIV peptide binding: -0.1%; Lipid droplet cells 6.5 µM: 627; Myeloid diff MLP GFP+ MAC1+ %: 0.6

Results for CC(=O)c1cccc(NC(=O)CN2C(=O)COc3ccc(S(=O)(=O)N4CCOCC4)cc32)c1 ?
LYP inhibition: -9.9%; Myeloid diff MLP: inactive; AID2073: -3.0%; SIAH1 antagonists: 6.2%; NS5 inhibitors: -5.9%; Lipid droplet: -1.6; HEK293 NOD2/NF-kB: 13.1%; HIV peptide binding: -0.4%; Lipid droplet cells 6.5 µM: 720; Myeloid diff MLP GFP+ MAC1+ %: 2.1

Results for CC(C)N=C(NC#N)SCc1ccccc1F ?
LYP inhibition: -3.6%; Myeloid diff MLP: inactive; AID2073: 2.7%; XIAP displacement: -4.1%; SIAH1 antagonists: 8.5%; NS5 inhibitors: -6.5%; Lipid droplet: 8.4; HEK293 NOD2/NF-kB: 4.3%; HIV peptide binding: 0.9%; Lipid droplet cells 6.5 µM: 795; Myeloid diff MLP GFP+ MAC1+ %: 4.2

Results for Cc1cc(C)c(S(=O)(=O)n2nc(C)c(Br)c2C)c(C)c1 ?
LYP inhibition: 0.7%; Myeloid diff MLP: inactive; AID2073: 3.8%; XIAP displacement: -0.9%; SIAH1 antagonists: -1.0%; NS5 inhibitors: -1.3%; Lipid droplet: 28.5; HEK293 NOD2/NF-kB: -1.2%; HIV peptide binding: 2.7%; Lipid droplet cells 6.5 µM: 825; Myeloid diff MLP GFP+ MAC1+ %: 1.8

What do the screens show for `Cc1cccnc1NC(=O)CCc1nnc2ccc(N3CCC4(CC3)OCCO4)nn12`?
LYP inhibition: -10.0%; Myeloid diff MLP: inactive; AID2073: 8.9%; SIAH1 antagonists: 5.2%; NS5 inhibitors: -1.8%; Lipid droplet: -0.4; HEK293 NOD2/NF-kB: 1.4%; HIV peptide binding: 1.1%; Lipid droplet cells 6.5 µM: 668; Myeloid diff MLP GFP+ MAC1+ %: 4.6

Results for COc1cccc(CNC(=O)CCNC(=O)N2CCn3c2nc2ccccc23)c1 ?
LYP inhibition: -9.0%; Myeloid diff MLP: inactive; AID2073: 1.8%; SIAH1 antagonists: 6.3%; NS5 inhibitors: 1.4%; Lipid droplet: 7.6; HEK293 NOD2/NF-kB: 13.1%; HIV peptide binding: 1.1%; Lipid droplet cells 6.5 µM: 709; Myeloid diff MLP GFP+ MAC1+ %: 1.4

How did O=C(Nc1cccc(-n2cnnn2)c1)c1ccoc1COc1ccc(Cl)cc1 do in these assays?
LYP inhibition: 4.8%; Myeloid diff MLP: inactive; AID2073: 26.1%; SIAH1 antagonists: 1.6%; NS5 inhibitors: -5.0%; Lipid droplet: -2.0; HEK293 NOD2/NF-kB: -2.5%; HIV peptide binding: 4.2%; Lipid droplet cells 6.5 µM: 612; Myeloid diff MLP GFP+ MAC1+ %: 0.9

What do the screens show for `CCOC(=O)CSc1ccc(C(=O)Nc2ccc(Cl)cc2)cn1`?
LYP inhibition: 2.8%; Myeloid diff MLP: inactive; AID2073: 26.2%; XIAP displacement: -6.9%; SIAH1 antagonists: 8.3%; NS5 inhibitors: 4.3%; Lipid droplet: 12.4; HEK293 NOD2/NF-kB: -0.5%; HIV peptide binding: 1.7%; Lipid droplet cells 6.5 µM: 657; Myeloid diff MLP GFP+ MAC1+ %: 0.5

How did COc1ccc(CN(CC2CCC(C(=O)O)CC2)C(=S)Nc2cc(C)cc(C)c2)cc1 (centres undefined) do in these assays?
LYP inhibition: -1.4%; Myeloid diff MLP: inactive; AID2073: -1.7%; XIAP displacement: -8.5%; SIAH1 antagonists: -3.7%; NS5 inhibitors: -14.8%; Lipid droplet: -1.5; HEK293 NOD2/NF-kB: 15.4%; HIV peptide binding: 1.0%; Lipid droplet cells 6.5 µM: 702; Myeloid diff MLP GFP+ MAC1+ %: 0.4

How did COc1ccccc1CCNC(=O)Nc1cccc([N+](=O)[O-])c1 do in these assays?
LYP inhibition: -3.5%; Myeloid diff MLP: inactive; AID2073: -1.0%; XIAP displacement: -7.6%; SIAH1 antagonists: 15.8%; NS5 inhibitors: -6.9%; Lipid droplet: -4.0; HEK293 NOD2/NF-kB: 13.6%; HIV peptide binding: -0.4%; Lipid droplet cells 6.5 µM: 641; Myeloid diff MLP GFP+ MAC1+ %: 0.5

Results for CC(=O)N1c2ccc(S(=O)(=O)N3CCC(C(=O)NCCc4ccc(Cl)cc4)CC3)cc2CC1C (centres undefined) ?
LYP inhibition: -6.0%; Myeloid diff MLP: inactive; AID2073: 9.5%; SIAH1 antagonists: 3.5%; NS5 inhibitors: 2.7%; Lipid droplet: 8.3; HEK293 NOD2/NF-kB: 24.3%; HIV peptide binding: 1.9%; Lipid droplet cells 6.5 µM: 652; Myeloid diff MLP GFP+ MAC1+ %: 2.1

How did Cc1cc(C)cc(NC(=S)NCc2ccncc2)c1 do in these assays?
LYP inhibition: 1.4%; Myeloid diff MLP: inactive; AID2073: 4.9%; XIAP displacement: -7.4%; SIAH1 antagonists: -4.3%; NS5 inhibitors: -5.8%; Lipid droplet: -8.5; HEK293 NOD2/NF-kB: -1.1%; HIV peptide binding: 0.6%; Lipid droplet cells 6.5 µM: 703; Myeloid diff MLP GFP+ MAC1+ %: 1.5

These rows are one share of the data; rates above refer to the full screens.
